# MITF inh = human MITF inhibition, primary screen | AlphaScreen MITF homodimerization, bead proximity signal | inhibition, % at 2.6 µM | 650,000 compounds, 0.91% hits; in the data active = inhibition above about 50%;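 note: 0% = vehicle wells with protein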
# FBW7 act = human FBW7 E3 ligase activation, primary screen | Q969H0 | AlphaScreen FBW7–phospho-cyclin E peptide binding, activator screen | normalized activity (activation), % at 26.1 µM | 650,000 compounds, 0.13% hits; in the data active = normalized activity above about 1.9%;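 note: purified mutant Fbw7 with reduced substrate affinity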
# Target sequence (Q969H0 whole entry, looked up): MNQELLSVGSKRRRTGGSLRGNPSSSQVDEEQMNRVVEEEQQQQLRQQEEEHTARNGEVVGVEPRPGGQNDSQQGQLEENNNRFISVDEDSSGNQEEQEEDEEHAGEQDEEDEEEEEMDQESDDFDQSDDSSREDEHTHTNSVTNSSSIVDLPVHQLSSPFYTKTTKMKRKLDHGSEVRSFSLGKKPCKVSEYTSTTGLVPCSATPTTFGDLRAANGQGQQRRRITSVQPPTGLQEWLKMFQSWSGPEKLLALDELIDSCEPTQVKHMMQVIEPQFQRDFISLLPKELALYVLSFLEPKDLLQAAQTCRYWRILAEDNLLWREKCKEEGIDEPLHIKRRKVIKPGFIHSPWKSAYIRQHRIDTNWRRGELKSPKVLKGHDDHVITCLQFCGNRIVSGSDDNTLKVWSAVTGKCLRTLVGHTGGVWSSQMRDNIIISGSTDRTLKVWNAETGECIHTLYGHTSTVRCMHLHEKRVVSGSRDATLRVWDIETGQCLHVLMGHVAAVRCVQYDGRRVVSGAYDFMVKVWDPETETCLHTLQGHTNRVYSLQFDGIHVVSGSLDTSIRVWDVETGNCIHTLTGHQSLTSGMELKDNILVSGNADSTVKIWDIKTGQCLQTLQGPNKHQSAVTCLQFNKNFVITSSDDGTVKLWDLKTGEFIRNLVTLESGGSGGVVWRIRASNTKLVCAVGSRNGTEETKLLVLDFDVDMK
# GPR151 activ = activates the human receptor GPR151 | 650,000 compounds, 1% hits | activation, % at 11.2 µM | PathHunter beta-arrestin GPR151 cells, luminescence | Q8TDV0 | AID 1508602; in the data active = activation above about 4.9%;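 note: 0% = median of compound wells and 100% = cells with positive control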
# Target sequence (Q8TDV0 whole entry, looked up): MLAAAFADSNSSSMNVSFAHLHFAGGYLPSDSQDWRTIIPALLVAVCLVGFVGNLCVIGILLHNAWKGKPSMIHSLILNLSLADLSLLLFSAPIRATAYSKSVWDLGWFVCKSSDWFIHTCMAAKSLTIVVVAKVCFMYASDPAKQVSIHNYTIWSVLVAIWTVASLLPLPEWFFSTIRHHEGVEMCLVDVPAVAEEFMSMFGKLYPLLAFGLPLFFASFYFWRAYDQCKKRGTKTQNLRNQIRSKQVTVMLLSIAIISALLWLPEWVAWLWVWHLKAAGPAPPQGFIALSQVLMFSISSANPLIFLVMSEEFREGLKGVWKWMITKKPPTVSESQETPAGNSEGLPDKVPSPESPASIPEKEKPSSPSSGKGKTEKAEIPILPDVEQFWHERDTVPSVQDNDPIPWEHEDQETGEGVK
# TEAD-YAP inh = TEAD-YAP interaction inhibition; inhibition, % at 9.12 µM; 640,000 compounds, 1.4% hits; HEK-TIYL cells, TEAD-Gal4/YAP UAS-luciferase luminescence; in the data active = inhibition above about 32%;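 note: 0% = median of test compound wells and 100% = reference inhibitor wells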
# Numbers without * were called inactive; & = joins results of further samples.
SMILES,MITF inh,FBW7 act,GPR151 activ,TEAD-YAP inh
CCOC(=O)c1c(NC(=O)/C=C/c2ccccc2)sc2c1CCCC2,0.9,-0.1,1.5,7.1
O=C1NC2(CCCCC2)C(=O)N1CN1CCc2ccccc2C1,7.4,0.1,2.2,4.2
Cc1ccc(CN2CCCN(C)CC2)c(C)c1,34.5,-0.2,-1.0,-3.6
O=C(N/N=C/c1ccc(Cl)c([N+](=O)[O-])c1)c1cccc(I)c1,0.7,-0.1,2.4,-3.6
CCCOc1ccc(C2C(C(=O)OCc3ccccc3)=C(C)NC3=C2C(=O)CC(c2ccccc2)C3)cc1OC (stereo not drawn),-7.5,-0.1,4.4,0.0
Cc1cc(N2CCN(C)CC2)nc2ccc(NC(=S)NC3CC3)cc12,-9.0,0.0,-0.6,1.9
COc1ccc(N2C(=O)c3ccccc3C(C)(C)C2=O)cc1,-4.5,0.2,-0.8,1.8
CC(=O)N(C)c1ccc(NC(=O)C(C)(C)C)cc1,-4.2,-0.1,1.2,-0.1
Cc1ccc(C)c(CSc2nc3[nH]ncc3c(=O)[nH]2)c1,9.9,0.2,1.4,36.7*
CC(C)C[C@H]1NC(=O)[C@@H]2C[C@H](NCc3ccccc3F)CN2C1=O,-12.9,0.1,-0.9,-15.4
CN(C)c1ccc(/C=C/C(=O)C2C(=O)CCC2=O)cc1,-2.7,-0.1,1.2,-12.9
CN=C(Nc1cc(C(F)(F)F)ccc1-n1ccnc1)c1ccccc1,-5.3,-0.1,-1.9,-7.1
Cc1cnc(Nc2ccc(C(F)(F)F)cc2)nc1NCCO,17.2,0.5,-0.7,2.4
C[N+]12CCCCC1C(COC(=O)C(F)(F)F)CCC2 (stereo not drawn),-5.1,-0.1,0.9,-4.5
Nn1c(O)c(/C=C2\C(=O)C=Cc3ccccc32)sc1=S,47.6,-0.1,-1.8,7.3
O=C(Cc1ccccc1)Nn1c(SCc2cccc([N+](=O)[O-])c2)nc2ccccc2c1=O,5.7,0.0,-0.8,-9.3
CCOC(=O)N1CCc2c(sc(NCc3ccc(OC)c(Br)c3)c2C(=O)Nc2cc(OC)ccc2OC)C1,6.9,0.1,0.1,-13.7
COc1ccc(N2C(=O)C3ON(c4ccccc4)C(c4cc(Br)ccc4O)C3C2=O)cc1 (stereo not drawn),14.4,0.9,-1.0,-4.7
CCC(C)c1ccccc1NS(=O)(=O)c1cccc(C(C)=O)c1 (stereo not drawn),-6.0,0.0,0.8,-4.2
O=C(Nc1ccc(N2CCOCC2)cc1)c1ccc(-c2ccc(Cl)cc2Cl)o1,-1.9,0.0,2.7,5.2
COC(=O)c1ccc(NC(=O)COc2cccc(C)c2)cc1,12.6,0.1,1.4,-0.7
Cc1nnc(CCCn2c(-c3nonc3N)nc3ccccc32)o1,6.9,0.0,-0.7,4.5
c1ccc(N=c2scc(-c3ccccc3)n2CCN2CCOCC2)cc1,46.0&-19.6,-0.6&0.1,-1.4&-1.7,-6.0&-5.0
O=C(c1nc2sccn2c1CN1CCCN(c2ccccc2)CC1)N1CCCCC1,5.7,-0.2,-0.5,7.2
CCOc1ccc(C(=O)NCCc2ccc(OC)c(OC)c2)cc1,3.8,0.0,1.0,-0.2

# Overlap with the part before: seven entries, followed by the next part.
SMILES,MITF inh,FBW7 act,GPR151 activ,TEAD-YAP inh
CCC(C)c1ccccc1NS(=O)(=O)c1cccc(C(C)=O)c1 (stereo not drawn),-6.0,0.0,0.8,-4.2
O=C(Nc1ccc(N2CCOCC2)cc1)c1ccc(-c2ccc(Cl)cc2Cl)o1,-1.9,0.0,2.7,5.2
COC(=O)c1ccc(NC(=O)COc2cccc(C)c2)cc1,12.6,0.1,1.4,-0.7
Cc1nnc(CCCn2c(-c3nonc3N)nc3ccccc32)o1,6.9,0.0,-0.7,4.5
c1ccc(N=c2scc(-c3ccccc3)n2CCN2CCOCC2)cc1,46.0&-19.6,-0.6&0.1,-1.4&-1.7,-6.0&-5.0
O=C(c1nc2sccn2c1CN1CCCN(c2ccccc2)CC1)N1CCCCC1,5.7,-0.2,-0.5,7.2
CCOc1ccc(C(=O)NCCc2ccc(OC)c(OC)c2)cc1,3.8,0.0,1.0,-0.2
COc1ccc(C2=NN(c3nc(-c4ccc(I)cc4)cs3)C(c3ccc(OC)cc3)C2)cc1 (stereo not drawn),7.2,0.1,-0.7,-0.9
CCCCOc1ccc(C(=O)N(Cc2ccc(OC)cc2)C2CCS(=O)(=O)C2)cc1 (stereo not drawn),11.3,-0.1,-0.5,-20.3
OCC1CCCN1c1nc(Nc2ccc3c(c2)OCO3)c2ncn(Cc3ccc(C(F)(F)F)cc3)c2n1 (stereo not drawn),-3.5,0.0,2.3,-2.2
CC(=O)OC1C(=O)OC2[C@@H](C)C(n3ccc(=O)[nH]c3=O)O[C@H]12 (stereo partly drawn),-5.2,-0.2,-0.9,-3.5
CC(C(=O)NCc1cccc(Br)c1)n1ncn2cccc2c1=O (stereo not drawn),5.9,0.1,-0.5,4.4
COc1ccccc1-n1c(SCC(=O)Nc2ccccc2)nnc1-c1ccncc1,-6.5,-0.1,0.4,1.1
O=C(Nc1cccc(-c2nc3ccccc3[nH]2)c1)c1cc(=O)c2ccccc2o1,-8.7,1.8,0.0,41.3*
COc1cc2c(cc1OC)CN(c1ccc(-c3ccccc3OC)nn1)CC2,10.9,0.2,0.9,7.1
Cc1ccc2cc(CN(Cc3cccs3)C(=O)C3CC3)c3nnnn3c2c1C,21.7,0.1,-0.3,-3.6
Cc1ccc(O)c(C(N)(C(F)(F)F)C(F)(F)F)c1,-0.3,0.9,-1.8,9.2
COc1ccccc1CNC(=O)c1ccc2c(c1)NC(=O)CS2,9.8,0.0,1.9,8.7
COc1ccccc1Nc1nc(-c2cccc(NC(C)=O)c2)cs1,-1.9,0.0,2.0,-67.0
Cc1nnc(SCC(=O)Nc2ccc(Cl)cc2Cl)c2ccccc12,3.3,-0.1,0.8,-3.8
COC(=O)c1sc(=S)n2c1[nH]c(=O)c1ccccc12,-1.4,0.8,-1.8,-2.7
CCOC(=O)N1CCN(c2cc(Cl)c(C#N)cc2F)CC1,-8.7,0.0,-0.4,-7.0
CCOC(=O)C1CCN(S(=O)(=O)c2ccnc3c(OC)cccc23)CC1,-13.4,-0.1,-0.5,-13.2
CCS(=O)(=O)C1=NN2C(=N)/C(=C\c3ccc(OS(C)(=O)=O)cc3)C(=O)N=C2S1,9.5,-0.1,-0.2,0.6
Cc1cc(C)c2nc3s/c(=C\c4cc5c(cc4Br)OCO5)c(=O)n3c2c1,11.1,0.0,0.2,3.7
Cc1c(NC(=O)c2cc(Br)ccc2I)cccc1-c1nc2ncccc2o1,-0.9,-0.3,-0.8,18.1
CC(C)Cc1ccc(S(=O)(=O)N2CCc3ccccc32)cc1,1.0,0.6,0.1,-28.9
Cc1cc(C)nc(Sc2cccc(NC(=O)N(C)C)c2)n1,10.5,0.1,-1.1,1.8
Cc1[nH]c2ccc(Cl)cc2c(=O)c1CN1CCC(C)CC1,-6.7,0.0,0.9,-1.5
Clc1ccc2nc(NC3=NCN(Cc4ccccc4)CN3)oc2c1,0.0,0.1,1.8,-1.9
Cc1ccc(Cl)cc1NC(=O)Nc1nnc(N(C)Cc2ccccc2)s1,10.9,0.5,-1.3,2.2
O=C(Nc1cccc(C(=O)O)c1)/C(=C\c1ccc(F)cc1)NC(=O)c1ccco1,1.0,-0.1,0.4,-3.5

# By substructure: the entries above containing two or more sulfur atoms (3)
SMILES,MITF inh,FBW7 act,GPR151 activ,TEAD-YAP inh
Nn1c(O)c(/C=C2\C(=O)C=Cc3ccccc32)sc1=S,47.6,-0.1,-1.8,7.3
COC(=O)c1sc(=S)n2c1[nH]c(=O)c1ccccc12,-1.4,0.8,-1.8,-2.7
CCS(=O)(=O)C1=NN2C(=N)/C(=C\c3ccc(OS(C)(=O)=O)cc3)C(=O)N=C2S1,9.5,-0.1,-0.2,0.6

# Next part
SMILES,MITF inh,FBW7 act,GPR151 activ,TEAD-YAP inh
COCCCNC(=O)c1ccc2c(=O)[nH]c3c(C(=O)NC(C)C)sc(=S)n3c2c1,-0.7,-0.1,1.6,6.8
COCC(=O)N(Cc1cc2cccc(C)c2n2nnnc12)CC1CCCO1 (stereo not drawn),7.5,0.0,0.6,5.0
CCOC(=O)N1CCN(C(=O)C2CCN(Cc3cc(OC)ccc3OC)CC2)CC1,40.8,0.0,-0.1,3.2
C=CCn1c(SCC(=O)Nc2ccc(OC)cc2)nc2sc(CC)cc2c1=O,3.8,0.0,-0.6,1.7
COc1ccc(S(=O)(=O)NCCCCCC(=O)NCc2ccc(Cl)c(Cl)c2)cc1,-11.8,0.1,-1.2,-23.1
CC(=O)c1ccccc1-c1ccc2c(c1)CC(CNC(=O)C(C)C)O2 (stereo not drawn),-7.6,0.1,3.1,0.0
CCOC(=O)c1sc(N/N=C/c2cccc(O)c2)nc1C,0.8,0.0,1.4,-51.7
COc1cc(NC(=O)COc2cc(C)c(Cl)c(C)c2)ccc1NC(=O)c1ccco1,10.4,0.7,1.2,-14.9
COc1ccc(C(=O)Nc2cnc(NC(=O)c3cccs3)cc2C)cc1,-7.5,-0.1,-1.6,36.7*
O=S(=O)(c1ccc(Br)cc1)N1CCCN(Cc2ccccc2F)CC1,7.5,0.6,1.7,5.8
CCC(C)n1c(SCC(=O)NC2CCCCC2)nc2ccsc2c1=O (stereo not drawn),5.5,0.2,-1.5,-11.9
Cc1sc(NC(=O)c2ccc(S(=O)(=O)N3CCCCC3C)cc2)c(C#N)c1C (stereo not drawn),-4.9,0.1,-0.5,-6.9
O=[N+]([O-])c1ccc(N2CCN(c3ncnc4c3c(-c3ccccc3)cn4-c3ccc(Br)cc3)CC2)cc1,-2.2,-0.1,5.0*,-1.8
CCCNC(=O)C1CCN(c2ccc(Nc3cnccn3)nn2)CC1,20.4,0.2,0.6,-0.1
COc1ccc(C(=O)Nc2nc(-c3ccc(S(=O)(=O)N4CCOCC4)cc3)cs2)cc1,0.7,-0.2,-0.2,23.4
Cc1cc(C(=O)N2CCN(c3ccc([N+](=O)[O-])cc3)CC2)co1,13.2,0.0,-0.1,2.4
O=C(Nc1nccs1)C1(S(=O)(=O)c2ccc(Cl)cc2)CC1,-7.8,0.2,-1.0,-3.6
COc1ccc(-n2c(SCc3cccc(F)c3)nc3ccsc3c2=O)cc1,16.7,0.4,-1.8,7.2
Cn1c(N)c(C(=O)c2ccc(Cl)c(S(=O)(=O)N3CCCC3)c2)c(=O)[nH]c1=O,9.8,-0.3,-0.4,1.4
CC(=O)Oc1cc2c(C(=O)NCCc3c[nH]c4ccccc34)c(C)oc2c2ccccc12,12.9,0.0,1.0,1.8
O=C1CC(Nc2ccc(O)cc2)C(=O)N1c1ccc(O)cc1 (stereo not drawn),-6.7,-0.4,-0.3,-6.5
O=C(NCc1ccc(C(=O)O)cc1)OCc1ccccc1,9.0,0.1,-0.9,-4.5
CN(Cc1ccccc1)C(=O)c1cnc2ccccn12,-4.5,-0.3,1.1,-9.6
O=S(=O)(O)c1ccc(N/N=C/c2c(Cl)nc3sccn23)cc1,20.8,0.1,0.6,2.5
O=C(Nc1ccccc1N1CCCC1)C(Cl)(Cl)Cl,-4.0,0.0,-1.4,5.8
# Later entries:
SMILES,MITF inh,FBW7 act,GPR151 activ,TEAD-YAP inh
CC(=O)N(C)C1=C(N2CCCC2)C(=O)c2ccccc2C1=O,-9.0,-0.2,-4.4,94.0*
CCOCCCNC(=O)CC(c1ccccc1)c1ccccc1,10.4,0.1,2.5,5.0
Cc1ccc(C2(c3ccc(C)cc3)NC(=O)N(CC(N)=O)C2=O)cc1,16.1,-0.1,0.8,1.8
Cc1cc(Cl)c(C)c(S(=O)(=O)Nc2ccc(S(N)(=O)=O)cc2)c1Cl,-6.8,-0.1,2.0,-5.0
Cc1nc(-c2ccccc2F)cc(N2CCC3(CC2)OCCO3)n1,-3.6,0.2,-0.9,2.7
C(=N\n1cnnc1)/c1cccc(OCc2cccc3ccccc23)c1,17.3,-0.1,-1.0,50.4*
N#Cc1ccccc1CN1c2cccc3cccc(c23)S1(=O)=O,8.4,0.2,-0.6,-3.0
CC(=O)c1cc2c(N)c(C(=O)c3ccc(Cl)cc3)sc2nc1C,6.3,0.1,0.9,3.5
O=[N+]([O-])c1ccc(N/C(=N/S(=O)(=O)c2ccccc2)C(F)(F)F)cc1,12.7,0.3,-2.2,4.3
CCc1ccc(-n2c(=S)sc3c(=O)n(-c4ccccc4OC)c(SCC(=O)N4CCCC4)nc32)cc1,-24.2,0.0,1.3,-2.3
Cc1noc(C)c1C(=O)OCC(=O)NC(=O)Nc1ccc2c(c1)OCCO2,4.5,0.2,-0.6,-5.8
O=C1OC(c2ccc(Cl)cc2Cl)=N/C1=C\c1cccc([N+](=O)[O-])c1,-9.7,0.1,1.4,1.8
COc1ccccc1NC(=O)CN1Cc2ccccc2C1=O,-5.8,0.0,-0.5,-10.5
C#CCC(CC#C)(C(=O)OCC)C(=O)OCC,4.5,-0.1,-0.8,3.7
Cn1c(=O)c2c(nc(N3CCCCC3)n2CC(O)COc2ccccc2)n(C)c1=O (stereo not drawn),0.3,0.1,-0.2,0.2
Nc1c(C(=O)Nc2ccc(F)cc2)nnn1Cc1cccc(Cl)c1,10.8,0.0,0.5,32.7*
CC(=O)OCCCNc1cc(Sc2nc3ccccc3s2)c2nonc2c1[N+](=O)[O-],12.1,-0.1,0.9,0.2
CCOc1ccc2nc(SC3CC(=O)N(c4cccc(Cl)c4C)C3=O)sc2c1 (stereo not drawn),-4.4,0.0,-1.3,-5.5
CC(C)c1ccc(C(O)c2nc3ccccc3n2C)cc1 (stereo not drawn),-0.2,-0.1,1.5,12.7
O=c1c2ccccc2nc(SCc2cccc([N+](=O)[O-])c2)n1CCc1ccccc1,12.5,0.1,2.4,1.0

# Assay outcomes (PubChem BioAssay)
